PABP1 MLLE inh: blocks PAM2 peptide binding to the PABP1 MLLE domain. GST-MLLE / FITC-PAM2 fluorescence polarization. inhibition, % at 20 µM. actives 0.36% (n = 360,000); in the data active = inhibition above about 35%, passing the limit was not always enough;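 also: plate controls were DMSO wells with GST-MLLE for no effect and wells lacking GST-MLLE protein for full effect; some results filed as inactive read as strong as hits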
Target sequence (P11940 whole entry, looked up, the tested form may be a part): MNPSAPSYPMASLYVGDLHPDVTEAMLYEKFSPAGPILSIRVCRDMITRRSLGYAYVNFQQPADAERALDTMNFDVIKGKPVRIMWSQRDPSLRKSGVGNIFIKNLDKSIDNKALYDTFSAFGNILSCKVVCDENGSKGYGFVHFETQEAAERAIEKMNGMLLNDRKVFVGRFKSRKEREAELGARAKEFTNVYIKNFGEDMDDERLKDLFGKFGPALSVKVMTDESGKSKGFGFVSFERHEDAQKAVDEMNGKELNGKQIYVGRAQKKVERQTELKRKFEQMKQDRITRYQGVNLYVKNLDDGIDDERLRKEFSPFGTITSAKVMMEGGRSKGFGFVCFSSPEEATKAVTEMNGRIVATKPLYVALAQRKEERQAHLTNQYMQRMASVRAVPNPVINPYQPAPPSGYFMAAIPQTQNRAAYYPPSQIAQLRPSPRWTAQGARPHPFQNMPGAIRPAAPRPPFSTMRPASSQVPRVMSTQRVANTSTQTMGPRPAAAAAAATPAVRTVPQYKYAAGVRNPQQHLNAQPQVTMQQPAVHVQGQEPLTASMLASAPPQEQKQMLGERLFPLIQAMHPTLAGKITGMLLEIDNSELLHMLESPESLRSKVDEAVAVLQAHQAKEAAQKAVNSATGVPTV
E coli Lon inh: E. coli protease La inhibition; P0A9M0; purified E. coli Lon protease, fluorescence polarization; inhibition, % at 7.94 µM; actives 0.42% (n = 360,000); in the data active = inhibition above about 13%, passing the limit was not always enough;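 also: 0% = enzyme with probe and DMSO and 100% = no enzyme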
NRP1-CendR mod: NRP-1/CendR interaction modulation | O14786 | FAM-RPARPAR peptide binding to NRP-1, fluorescence polarization | inhibition, % at 25 µM | actives 0.85% (n = 360,000) | AID 602438;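 active = inhibition or corrected inhibition above about 18%, plus a signal ratio from 0.5 to 1.5, limit read from the data, passing the limit was not always enough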; also: strong numbers were not always called active
SKN-1 inh: C. elegans SKN-1 inhibition | actives 0.49% (n = 360,000) | inhibition, % at 21.8 µM | C. elegans VP596 Pgst-4::GFP/RFP ratio, acrylamide-induced, 24 h;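 active = interference check ratio from 0.5 to 1.5 plus GFP to RFP signal ratio inhibition reaching or exceeding a fixed threshold, cut at about 30% in these data, passing the limit was not always enough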; also: some compounds called inactive have numbers as strong as hits
MT1-MMP act inh: MT1-MMP (human) activation inhibition; P50281; HT1080 RFP-PRO-GFP cells, GFP/RFP ratio fluorescence, overnight; percent of plate control window, DMSO zero; GFP/RFP ratio change, % at 20 µM; actives 0.061% (n = 360,000);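 active = GFP/RFP ratio change of at least 30% with cell ATP level not reduced by more than half and red fluorescence within 50% of control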; also: strong numbers were not always called active
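Test system: HT1080 RFP-PRO-GFP cells; Benchmarks: DMSO and RFP-L50D-GFP cell wells; Timing: cells overnight before dosing, compound overnight, 37 °C, 5% CO2; Compound: one 20 µM compound dose with 1% DMSO; Read-out: GFP/RFP fluorescence ratio.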
FAS TE block: blocks the thioesterase domain of human fatty acid synthase. actives 0.67% (n = 360,000). recombinant FAS-TE, OMFH fluorogenic substrate, fluorescence endpoint. inhibition, % at 15 µM. AID 602261;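 active = compounds whose normalised, plate-corrected inhibition of enzyme fluorescence in the single-dose primary screen is 50% or more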;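 also: 0% = DMSO with enzyme and 100% = substrate without enzyme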
MsrA act: bovine methionine sulfoxide reductase A activation; purified bovine MsrA, absorbance read-out; activation, % at 10.6 µM; actives 0.3% (n = 360,000); AID 602163; in the data active = activation above about 7.5%;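 also: 0% = vehicle and 100% = reference activator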
MsrA inhibitor: bovine MsrA inhibition; purified bovine MsrA, absorbance read-out; inhibition, % at 15.5 µM; actives 0.75% (n = 360,000); in the data active = inhibition above about 4.5%;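 also: 0% = vehicle wells with enzyme and 100% = reference inhibitor wells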
Tb MetRS inh: blocks T. brucei methionyl-tRNA synthetase activity; purified T. brucei MetRS, ATP depletion, Kinase-Glo luminescence; inhibition, % at 11.9 µM; actives 0.4% (n = 360,000); AID 624268;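 active = inhibition above a per-plate cutoff of the control wells' mean inhibition plus 3 SD, cut at about 5.5% in these data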;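 also: 0% = DMSO wells median and 100% = median of wells with control inhibitor compound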
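System: purified T. brucei MetRS enzyme / Detection: Kinase-Glo luciferase luminescence reporting remaining unconsumed ATP / Medium: HEPES buffer with MgCl2, KCl, DTT, spermine, BSA, pyrophosphatase / Replication: singlicate, one well per compound / Evaluation: percent inhibition relative to median high and low control wells / Schedule: 2 h aminoacylation at 25 °C after 15 min preincubation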
Numbers without * were called inactive.

For NC(=O)C1CCN(C(=O)CSc2ncccn2)CC1 the results were PABP1 MLLE inh 7, E coli Lon inh 4, NRP1-CendR mod -1, SKN-1 inh 6, MT1-MMP act inh 2, FAS TE block -2, MsrA act -1, MsrA inhibitor 1.2 and Tb MetRS inh 0.2.
Screening CCCCC(CCC(=O)Nc1ccc(C(=O)OC)cc1)C(=O)O (stereo unspecified) returned PABP1 MLLE inh -5, E coli Lon inh -2, NRP1-CendR mod 8, SKN-1 inh -16, MT1-MMP act inh 0, FAS TE block -8, MsrA act -3, MsrA inhibitor -1.1 and Tb MetRS inh -0.7.
CCCn1cc(S(=O)(=O)c2ccccc2)c(=O)c2cc(F)c(N3CCN(C)CC3)cc21 was read as PABP1 MLLE inh -3, E coli Lon inh -7, NRP1-CendR mod -4, SKN-1 inh 11, MT1-MMP act inh 1, FAS TE block -5, MsrA act 0, MsrA inhibitor 1.3 and Tb MetRS inh 1.3.
Screening O=C(Cn1c(=O)oc2cc(S(=O)(=O)N3CCCCC3)ccc21)N1CCc2ccccc21 returned PABP1 MLLE inh -15, E coli Lon inh -10, NRP1-CendR mod -27, SKN-1 inh -3, MT1-MMP act inh 0, FAS TE block -7, MsrA act -1, MsrA inhibitor -0.3 and Tb MetRS inh 0.3.
COc1ccc(C)cc1N(CC(=O)Nc1ccc2c(c1)OCCO2)S(C)(=O)=O was read as PABP1 MLLE inh 2, E coli Lon inh -15, NRP1-CendR mod -6, SKN-1 inh -15, MT1-MMP act inh -2, FAS TE block -3, MsrA act -6, MsrA inhibitor -1.5 and Tb MetRS inh -0.6.
`CC(=O)C1C(c2ccccc2Cl)NC(=O)NC1(O)C(F)(F)F` (stereo unspecified) gave PABP1 MLLE inh 4, E coli Lon inh 4, NRP1-CendR mod -1, SKN-1 inh -7, MT1-MMP act inh 4, FAS TE block -4, MsrA act -2, MsrA inhibitor -0.9 and Tb MetRS inh -0.1.
Screening O=C1C=C(OCCF)CC(c2ccccc2C(F)(F)F)O1 (stereo unspecified) returned NRP1-CendR mod -4, SKN-1 inh 8, MT1-MMP act inh 7, MsrA inhibitor -0.3 and Tb MetRS inh 0.4.
`CC(C)NC(=O)N(C)C[C@H]1Oc2ccc(NS(=O)(=O)c3cccs3)cc2C(=O)N([C@H](C)CO)C[C@@H]1C` gave PABP1 MLLE inh 1, E coli Lon inh -2, NRP1-CendR mod -4, SKN-1 inh -13, MT1-MMP act inh 26, FAS TE block -5, MsrA act -1, MsrA inhibitor 0.9 and Tb MetRS inh -0.4.
CNC(=O)CC1C(=O)N(c2ccc(F)cc2)C(=S)N1NC(=O)c1ccc(Br)cc1 (stereo unspecified) was read as PABP1 MLLE inh -6, E coli Lon inh -6, NRP1-CendR mod -4, SKN-1 inh -7, MT1-MMP act inh 2, FAS TE block -2, MsrA act -12, MsrA inhibitor 0.2 and Tb MetRS inh -1.9.
For CC(=O)CCc1ccc2oc(C(=O)O)c(C)c2c1 the results were PABP1 MLLE inh 0, E coli Lon inh -3, NRP1-CendR mod 21, SKN-1 inh -3, MT1-MMP act inh 0, FAS TE block 1, MsrA act -3, MsrA inhibitor 0.5 and Tb MetRS inh -0.3.
For C[C@@H]1CN([C@@H](C)CO)C(=O)CCCn2nncc2CO[C@H]1CN(C)S(=O)(=O)c1ccccc1 the results were PABP1 MLLE inh -7, E coli Lon inh 1, NRP1-CendR mod -7, SKN-1 inh 16, MT1-MMP act inh 3, FAS TE block -7, MsrA act -4, MsrA inhibitor 0.5 and Tb MetRS inh -1.0.
For CC(=O)OC(C)C1C2=C(C(=O)CC1(C)O)C(=O)c1c(ccc(-c3ccc4c(c3O)C(=O)C3=C(C4=O)C(C(C)OC(C)=O)C(C)(O)CC3=O)c1O)C2=O (stereo unspecified) the results were PABP1 MLLE inh -21, E coli Lon inh 4, NRP1-CendR mod -38, SKN-1 inh 7, MT1-MMP act inh 0, FAS TE block 28, MsrA act -1, MsrA inhibitor 0.5 and Tb MetRS inh 0.0.
`Cc1ccc(S(=O)(=O)N(C)C[C@@H]2Oc3c(NC(=O)C4CC4)cccc3C(=O)N([C@@H](C)CO)C[C@@H]2C)cc1` gave PABP1 MLLE inh -8, E coli Lon inh -2, NRP1-CendR mod 0, SKN-1 inh -1, MT1-MMP act inh 0, FAS TE block -5, MsrA act -1, MsrA inhibitor -0.9 and Tb MetRS inh 0.5.
For CCc1ccc(N2C(=O)CC(c3ccc(F)cc3)C3=C2COC3=O)cc1 (stereo unspecified) the results were PABP1 MLLE inh 11, E coli Lon inh 2, NRP1-CendR mod -11, SKN-1 inh -2, MT1-MMP act inh 3, FAS TE block 4, MsrA act -3 and Tb MetRS inh 0.5.
`COc1ccc(S(=O)(=O)N2CCCCC2)cc1NC(=O)c1ccc(=O)[nH]c1` gave PABP1 MLLE inh -4, E coli Lon inh -1, NRP1-CendR mod 6, SKN-1 inh 0, MT1-MMP act inh 12, FAS TE block -2, MsrA act -3, MsrA inhibitor -0.5 and Tb MetRS inh 0.5.
`Cc1ccc(S(=O)(=O)N2CCN(CC(=O)N3CCCC3)CC2)c(C)c1` gave PABP1 MLLE inh 3, E coli Lon inh -5, NRP1-CendR mod -10, SKN-1 inh -3, MT1-MMP act inh -2, FAS TE block -3, MsrA act -7, MsrA inhibitor -0.7 and Tb MetRS inh 0.4.
Cc1ccc(F)c(CNC(=O)C2CCC(=O)N(CCCN3CCCC3=O)C2)c1F (stereo unspecified) was read as PABP1 MLLE inh 0, E coli Lon inh -1, NRP1-CendR mod 3, SKN-1 inh 18, MT1-MMP act inh 1, FAS TE block -7, MsrA act 8, MsrA inhibitor -0.6 and Tb MetRS inh 0.2.
`COc1c(C)cc(C(=O)C2CCCN(C(=O)c3ccc4[nH]ccc4c3)C2)cc1C` (stereo unspecified) gave PABP1 MLLE inh 16, E coli Lon inh 8, NRP1-CendR mod -3, SKN-1 inh -3, MT1-MMP act inh 4, FAS TE block -7, MsrA act -2, MsrA inhibitor 0.2 and Tb MetRS inh -0.3.
Screening Cc1cccc(Nc2nc(NCc3ccco3)c3ccccc3n2)c1 returned PABP1 MLLE inh 5, E coli Lon inh -5, NRP1-CendR mod -10, SKN-1 inh 21, MT1-MMP act inh -8, FAS TE block -9, MsrA act -3, MsrA inhibitor 0.1 and Tb MetRS inh 0.7.
`Cc1cc(C)nc(NC(=O)c2c(-c3c(Cl)cccc3Cl)noc2C)n1` gave PABP1 MLLE inh 1, E coli Lon inh 3, NRP1-CendR mod 5, SKN-1 inh -14, MT1-MMP act inh -5, FAS TE block -5, MsrA act -6, MsrA inhibitor -0.2 and Tb MetRS inh -0.9.
Cc1ccc(C(C)C)c(OCC(=O)OCC(=O)NC2CCS(=O)(=O)C2)c1 (stereo unspecified) was read as PABP1 MLLE inh 9, E coli Lon inh -2, NRP1-CendR mod 4, SKN-1 inh 11, MT1-MMP act inh -2, FAS TE block -5, MsrA act -4, MsrA inhibitor 0.7 and Tb MetRS inh -0.5.
For C=CCOc1ccc(/C(CC)=N/O)c(OC)c1 the results were PABP1 MLLE inh -9, E coli Lon inh 1, NRP1-CendR mod -1, SKN-1 inh 7, MT1-MMP act inh 2, FAS TE block -13, MsrA act -1, MsrA inhibitor 0.9 and Tb MetRS inh 0.2.
Screening CCc1cccc(CC)c1N(COC)C(=O)Cn1nnc2ccccc21 returned PABP1 MLLE inh 6, E coli Lon inh 1, NRP1-CendR mod 1, SKN-1 inh 4, MT1-MMP act inh 1, FAS TE block -1, MsrA act -2, MsrA inhibitor 0.5 and Tb MetRS inh 0.1.
Screening Cc1cc(Nc2ccc(O)cc2)n2c(nc3ccccc32)c1C#N returned PABP1 MLLE inh 6, E coli Lon inh 1, NRP1-CendR mod -9, SKN-1 inh -7, MT1-MMP act inh -6, FAS TE block -3, MsrA act -7, MsrA inhibitor -0.5 and Tb MetRS inh -1.2.

Two compounds picked at random from those above:
`Cc1ccc(S(=O)(=O)N2CCN(CC(=O)N3CCCC3)CC2)c(C)c1` gave PABP1 MLLE inh 3, E coli Lon inh -5, NRP1-CendR mod -10, SKN-1 inh -3, MT1-MMP act inh -2, FAS TE block -3, MsrA act -7, MsrA inhibitor -0.7 and Tb MetRS inh 0.4.
For CCc1ccc(N2C(=O)CC(c3ccc(F)cc3)C3=C2COC3=O)cc1 (stereo unspecified) the results were PABP1 MLLE inh 11, E coli Lon inh 2, NRP1-CendR mod -11, SKN-1 inh -2, MT1-MMP act inh 3, FAS TE block 4, MsrA act -3 and Tb MetRS inh 0.5.

Further records follow.
COc1cc(OC)cc(-n2nnnc2SCC(=O)Nc2ccc(C(C)=O)cc2)c1 was read as PABP1 MLLE inh -11, E coli Lon inh -4, NRP1-CendR mod -26, SKN-1 inh 2, MT1-MMP act inh -7, FAS TE block -16, MsrA act -9, MsrA inhibitor 2.9 and Tb MetRS inh -2.5.
Cc1ccc(Cn2c(SCC(=O)NCC3CCCO3)nc3c(sc4ccccc43)c2=O)cc1 (stereo unspecified) was read as PABP1 MLLE inh 2, E coli Lon inh -2, NRP1-CendR mod -6, SKN-1 inh 30, MT1-MMP act inh 2, FAS TE block -6, MsrA act -1, MsrA inhibitor -0.5 and Tb MetRS inh 0.6.
Cc1cn([C@H]2C[C@H](O)[C@@H](CCC(=O)NCC(c3ccccc3)c3ccccc3)O2)c(=O)[nH]c1=O was read as PABP1 MLLE inh -7, E coli Lon inh -9, NRP1-CendR mod 6, SKN-1 inh 13, MT1-MMP act inh 5, FAS TE block -7, MsrA act 4, MsrA inhibitor -0.4 and Tb MetRS inh -0.2.
For Cc1ccc(S(=O)(=O)NC(C)C(c2cccs2)N2CCN(C)CC2)cc1 (stereo unspecified) the results were PABP1 MLLE inh 4, E coli Lon inh 0, NRP1-CendR mod 3, SKN-1 inh 18, MT1-MMP act inh -13, FAS TE block -8, MsrA act -1, MsrA inhibitor -0.2 and Tb MetRS inh -0.2.
Screening Cc1[nH]c2ccccc2c1C(=O)C(C)OC(=O)c1ccc([N+](=O)[O-])o1 (stereo unspecified) returned PABP1 MLLE inh 2, E coli Lon inh 2, NRP1-CendR mod 3, SKN-1 inh 2, MT1-MMP act inh 5, FAS TE block 19, MsrA act 0, MsrA inhibitor 0.2 and Tb MetRS inh -0.1.
`CC(CNC(=O)CCC(=O)N1CCOc2ccc(Cl)cc21)c1ccccc1` (stereo unspecified) gave PABP1 MLLE inh 14, E coli Lon inh 10, NRP1-CendR mod 9, SKN-1 inh 7, MT1-MMP act inh -1, FAS TE block 12, MsrA act -3, MsrA inhibitor 0.4 and Tb MetRS inh -0.2.
For COc1ccc(NC(=O)CSc2nc3sc(C)cc3c(=O)n2C)cc1 the results were PABP1 MLLE inh 4, E coli Lon inh -6, NRP1-CendR mod 8, SKN-1 inh 18, MT1-MMP act inh -2, FAS TE block 2, MsrA act -4, MsrA inhibitor -0.2 and Tb MetRS inh -0.7.
C/C(=N\O)C1(C)N(O)C(C)(C)C(c2ccc(Br)cc2)=[N+]1[O-] (stereo unspecified) was read as PABP1 MLLE inh -12, E coli Lon inh -8, NRP1-CendR mod 15, SKN-1 inh 19, MT1-MMP act inh 4, FAS TE block -3, MsrA act 0, MsrA inhibitor -0.1 and Tb MetRS inh 0.7.
Screening O=S(=O)(c1cccc(F)c1)N1CCN(Cc2ccc3c(c2)OCO3)CC1 returned PABP1 MLLE inh 13, E coli Lon inh 3, NRP1-CendR mod 18, SKN-1 inh -1, MT1-MMP act inh 0, FAS TE block 9, MsrA act -15, MsrA inhibitor 0.3 and Tb MetRS inh -1.1.
